Pol III holo inh: inhibitors of bacterial DNA polymerase III holoenzyme. Potency, µM (series often up to 57.1 µM), without a hit: top-dose activity change, negative = inhibition. hit rate 0.25% among 71,000. reconstituted DNA polymerase III holoenzyme replication, biochemical; note: potency is the fitted concentration of half-maximal effect; % is set by controls: 0 for no effect and ±100 for the full control effect
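Reconstituted *E. coli* holoenzyme (0.35 nM Pol III, 1 nM beta, 154 nM SSB, 2 nM primase) was preincubated with compound for 15 min at RT. Synthesis on 1.4 nM ssM13Gori ran 35 min, then was stopped with PicoGreen/EDTA and read as dsDNA fluorescence.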
Luciferase inh: firefly luciferase inhibition. purified firefly luciferase, luminescence, 8 min. Potency, µM (doses to about 57.1 µM), inactives show at the highest dose activity change, negative = inhibition, usual class: inhibitors. hit rate 2.2% among 72,000; note: potency is the fitted concentration of half-maximal effect; % is set by controls: 0 for no effect and ±100 for the full control effect; nearly all actives have a fitted effect of over 40% in size
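Firefly luciferase (PKLight detection mix) with 10 uM ATP in pH 7.2 imidazole buffer (KCl, MgCl2, Tween 20, BSA). Compounds tested across a concentration series (qHTS). Luminescence read after 8 min at ambient temperature.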
HBB splice mod: alters splicing of the hemoglobin beta chain. AID 925. Potency, µM (doses to about 46.1 µM), without a hit: top-dose activation, most hits filed as activators. HBB splicing reporter cell assay, activation; EGFP reporter with mutant IVS2-654 intron; response scale: normalised to 500 nM splice-correcting PNA. hit rate 0.06% among 65,000; note: potency is the fitted concentration of half-maximal effect; 0% is about no effect
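HeLa cells stably expressing EGFP interrupted by mutant beta-globin intron 2 (IVS2-654), 500/well in 2% FCS. Treated with compound for 2 days at 37C. Splicing correction scored as total well GFP intensity (488 nm excitation, 500-520 nm emission); 500 nM antisense PNA served as control.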
15-hLO inh: 15-hLO (ALOX15) enzyme inhibition | P16050 | purified 15hLO-1, xylenol orange hydroperoxide absorbance | Potency, µM (highest dose often 57.1 µM), inactives show at the highest dose activity change, negative = inhibition, actives largely listed as inhibitors | hit rate 1.4% among 74,000 | AID 887; note: potency is the fitted concentration of half-maximal effect; % is set by controls: 0 for no effect and ±100 for the full control effect; nearly all actives have a fitted effect of over 55% in size
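Readout: Fe(III)-xylenol orange absorbance, 573-to-405 nm ratio as reaction progress. Enzyme 40 nM purified human 15hLO-1, substrate 50 uM arachidonic acid, 6 min RT after 15 min compound preincubation; Hepes pH 7.5 buffer with Triton X-100.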
CRE Fsk mod: alters forskolin-stimulated CRE reporter signaling in CHO cells; hit rate 2.5% among 71,000; CHO CRE-bla reporter (cAMP response element driving beta-lactamase), forskolin EC10, beta-lactamase ratio; AID 662; Potency, µM (top dose mostly 38.2 µM), for the others: at the top dose activity change, negative = inhibition, usual class: activators; active = well fitted activation curve with a large enough effect in the signal ratio, with a control signal flat, not every such curve was filed as active; inconclusive = small, poorly fitted or top-dose-only effect, or effect the other way, or a change in a side signal; the % refers to the signal ratio; note: potency is the fitted concentration of half-maximal effect; % of control where 0% means no effect
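Beta-lactamase reporter under a cAMP responsive element in CHO cells; compounds tested in titration series against EC10 NKH 477, 3 h at 37 °C. Read-out: CCF4 FRET ratio 460nm/530nm (excitation 405nm) giving %Activity, fitted to AC50.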
UbGFP stabilizer: inhibits proteasome, raising ubiquitin-GFP reporter fluorescence | Potency, µM (highest dose often 45.9 µM), without a hit: top-dose activation (GFP accumulation), actives largely listed as activators | Ubiquitin-GFP reporter cells, proteasome inhibition, GFP fluorescence; response scale: untreated = 0%, 10 µM MG-132 = 100% | 67,000 tested, under 10 active | AID 526; active = well fitted activation curve with a large enough effect, not every such curve was filed as active; inconclusive = small, poorly fitted or top-dose-only effect, or another doubt; inactive = no such curve, though single readings can be large or run the other way; note: potency is the fitted concentration of half-maximal effect
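GFP accumulation read-out: laser plate cytometry counting ubiquitin(G76V)-GFP-expressing U2OS cells after 4 hr compound exposure at 37 °C. Titrations spanned 46 uM to 2.9 nM; 0% = basal, 100% = 10 uM MG-132; concentration-response curves fitted.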
Tau fil binding: binds recombinant human tau filaments; hit rate 2% among 71,000; Potency, µM (top dose mostly 57.1 µM), for inactives: at the highest dose activity change, negative = inhibition; P10636; recombinant tau filaments, thioflavin S fluorescence, 15 h; filaments grown with octadecylsulfate alongside compound;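 note: potency is the fitted concentration of half-maximal effect; % is set by controls: 0 for no effect and ±100 for the full control effect; actives lower thioflavin S fluorescence by blocking filaments or displacing dye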
Target sequence (P10636 whole entry, looked up): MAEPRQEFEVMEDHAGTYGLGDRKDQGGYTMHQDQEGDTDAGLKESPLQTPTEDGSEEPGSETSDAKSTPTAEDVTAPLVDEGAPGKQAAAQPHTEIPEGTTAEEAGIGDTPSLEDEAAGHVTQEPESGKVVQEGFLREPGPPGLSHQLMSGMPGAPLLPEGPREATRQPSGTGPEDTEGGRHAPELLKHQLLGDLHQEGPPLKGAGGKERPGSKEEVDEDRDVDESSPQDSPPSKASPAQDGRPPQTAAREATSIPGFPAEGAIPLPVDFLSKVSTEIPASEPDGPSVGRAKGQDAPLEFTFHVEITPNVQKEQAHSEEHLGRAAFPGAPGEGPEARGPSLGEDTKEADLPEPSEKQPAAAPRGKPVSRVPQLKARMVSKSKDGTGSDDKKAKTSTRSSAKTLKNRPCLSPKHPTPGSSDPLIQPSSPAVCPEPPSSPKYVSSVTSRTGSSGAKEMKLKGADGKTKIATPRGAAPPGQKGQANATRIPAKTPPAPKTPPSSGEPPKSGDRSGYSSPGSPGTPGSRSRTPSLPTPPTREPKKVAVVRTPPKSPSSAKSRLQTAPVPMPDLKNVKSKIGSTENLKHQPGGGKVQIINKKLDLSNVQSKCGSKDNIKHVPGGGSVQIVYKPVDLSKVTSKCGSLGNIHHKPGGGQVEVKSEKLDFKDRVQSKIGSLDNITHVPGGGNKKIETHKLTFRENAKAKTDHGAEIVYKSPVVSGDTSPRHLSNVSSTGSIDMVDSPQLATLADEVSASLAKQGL
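His-tagged recombinant human tau (exons 2, 3 and 10 included), 1 uM, was induced to fibrillize by 30 uM sodium octadecylsulfate with compound present. After 15 h at 37 C, thioflavine S fluorescence (ex 450, em 510 nm) was read.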
GFP derepression: epigenetic modulators derepressing GFP locus in mouse cells | mouse C127i GFP locus derepression, cytometry, 30 h | Potency, µM (doses to about 46.1 µM), inactives show at the highest dose GFP derepression (activation) | hit rate 0.09% among 68,000 | AID 597; note: % of control where 0% means no effect
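Murine C127i mammary cells carrying a silenced, stably integrated CMV-driven GFP reporter were treated with compound for 30 hours at 37 C. After PBS washes, GFP-positive cells were counted by laser-scanning microplate cytometry.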
ERK AVP inh: inhibitors of vasopressin-stimulated ERK signaling pathway. HEK293-V1b, vasopressin-stimulated pERK AlphaScreen. Potency, µM (doses to about 57.5 µM), without a hit: top-dose activity, negative = inhibition, hits mostly inhibitors. hit rate 0.99% among 72,000. AID 995; note: potency is the fitted concentration of half-maximal effect; % is set by controls: 0 for no effect and ±100 for the full control effect; nearly all actives have a fitted effect of over 55% in size
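HEK293 cells stably expressing V1b receptor, seeded overnight in 1% FBS, were treated with compounds for 30 min at 37C, then stimulated 5 min with 25 nM vasopressin; phospho-ERK read by AlphaScreen SureFire after lysis.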
HADH2 inhib: blocks human hydroxyacyl-CoA dehydrogenase type II | AID 886 | Q99714 | hit rate 3.4% among 73,000 | recombinant HADH2, NADH fluorescence, beta-hydroxybutyryl-CoA | Potency, µM (titrated, usually from 57.1 µM), inactives show at the top dose activity change, negative = inhibition, actives largely listed as inhibitors; note: potency is the fitted concentration of half-maximal effect; % is set by controls: 0 for no effect and ±100 for the full control effect; nearly all actives have a fitted effect of over 60% in size; many of its hits are not listed in these tables
Target sequence (Q99714 whole entry, looked up, one chain of several): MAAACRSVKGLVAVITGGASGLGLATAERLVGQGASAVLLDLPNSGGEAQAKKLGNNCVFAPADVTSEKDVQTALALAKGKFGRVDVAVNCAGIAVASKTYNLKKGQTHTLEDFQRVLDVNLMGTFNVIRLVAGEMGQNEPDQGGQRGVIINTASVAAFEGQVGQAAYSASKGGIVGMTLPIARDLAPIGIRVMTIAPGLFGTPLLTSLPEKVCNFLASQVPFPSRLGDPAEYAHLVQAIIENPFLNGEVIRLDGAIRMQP
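His-tagged recombinant enzyme from E. coli, 20 nM, preincubated 15 min RT with compound; reaction started with 1 mM NAD+ and 90 uM beta-hydroxybutyryl-CoA in 100 mM Tris-HCl pH 9.0. NADH fluorescence (ex 360/em 450) read over 4 min; last-minus-first difference.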
Hsp90 Hop PPI: changes Hsp90-Hop TPR2A binding signal, up or down; AlphaScreen TPR2A-His6 binding biotin-Hsp90 C-terminal peptide; Potency, µM (series often up to 57 µM), inactives show at the highest dose activity change, negative = inhibition; hit rate 0.44% among 71,000; AID 595; active = well fitted curve in either direction with a large enough effect; inconclusive = small, poorly fitted or top-dose-only effect, or another doubt; note: potency is the fitted concentration of half-maximal effect; % is set by controls: 0 for no effect and ±100 for the full control effect; many of its hits are not listed in these tables
* marks the source's active call; other numbers are inactive results; i = inactive; ? = inconclusive; nt = not tested or not shown; [ ] = dose if it differs, or a comment. Unless noted, calls come from the whole dose curve; as a rule, active = well fitted curve in the direction sought with a large enough effect; inconclusive = small, poorly fitted or top-dose-only effect, or another doubt; inactive = no such curve, though single readings can be large; an effect the other way counts as inactive or inconclusive. An excerpt, so the mix of outcomes need not match the whole.

SMILES	Pol III holo inh	Luciferase inh	HBB splice mod	15-hLO inh	CRE Fsk mod	UbGFP stabilizer	Tau fil binding	GFP derepression	ERK AVP inh	HADH2 inhib	Hsp90 Hop PPI
CCN(C(=O)c1coc(=O)c2ccccc12)c1cc(OC)ccc1OC	-4%	-1%	-0.1%	-3%	-6%	11%	-2%	-2%	-1%	8%	5%
Cc1cccc(-c2noc(CCc3ccccc3)n2)c1	-3%	-16%	0.6%	-2%	0%	0%	-1%	-4%	93%[activator]	-12%	32µM*
Cc1cc(-c2ccccc2C(=O)NCc2ccccc2)on1	-5%	0%	-0.6%	3%	-8%	5%	8%	0%	?	-4%	-4%
CCNC(=O)CC1SC(=Nc2ccccc2C)N(C)C1=O (centres undefined)	-2%	1%	0.4%[57.5 µM]	3%	4%	-5%	8%	0%	10%	-4%	-1%
CCN(CC)C(=O)Oc1ccc2c(=O)c(-c3ccc(OC)cc3)coc2c1	-3%	-29%	7.7%[0.369 µM]	0%	?	-3%	18%	4%	?	-10%	-1%
Cc1[nH]c2ccc(-c3nnc(SCC(=O)c4ccccc4F)o3)cc2c1C	-2%	1%	1.1%	-16%	?	3%	3%	0%	-6%	-9%	-8%
O=C(CSc1nnc2sc3ccccc3n12)NCc1ccco1	-2%	-11%	0.0%	9%	22%	-2%	10%	4%	13%	0%	-3%
CCOc1ccc(-n2c(=O)cc(N3CCN(c4ccccc4)CC3)[nH]c2=O)cc1	2%	4%	-3.2%	-5%	12%	-2%	1%	0%	-3%	-17%	-2%
CCc1ccc2[nH]c(=O)c(CN(CCN(C)C)C(=O)Nc3ccccc3OC)cc2c1	-7%	-28%	-2.7%	-7%	1%	-1%	32%	-3%	-16%	1%	-3%
Cc1csc2ncc(C(=O)Nc3ccc(C(F)(F)F)cc3)c(=O)n12	-6%	-1%	-0.4%	6%	-7%	3%	72%	nt	nt	-5%	3%
O=C(Oc1cc2oc(=O)c3c(c2cc1Cl)CCCC3)c1ccco1	-10%	-11%	-3.0%	-6%	?	-3%	23%	-2%	-9%	i	0%
Cc1ccc(Nc2nc(CSc3nnnn3-c3ccccc3)cs2)cc1	-1%	-24%	-1.1%	?	34%	1%	22%	6%	9%	-18%	0%
O=C(O)C1C2C=CC(C2)C1C(=O)Nc1ccc2c(c1)OCCO2 (centres undefined)	-10%	-17%	-0.4%	2%	5%	1%	-12%	3%	-13%	3%	-7%
CCOC(=O)N1CCN(c2cc3[nH]c(=S)[nH]c3cc2F)CC1	3%	0%	0.5%	?	-4%	1%	-10%	2%	-25%	?	-4%
COC(=O)c1ccccc1NC(=O)c1nc2nc(C)cc(C(F)F)n2n1	-2%	2%	-0.1%	-3%	0%	2%	-4%	0%	-12%	-19%	-3%

Laid out differently: results already given.
compound | Pol III holo inh | Luciferase inh | HBB splice mod | 15-hLO inh | CRE Fsk mod | UbGFP stabilizer | Tau fil binding | GFP derepression | ERK AVP inh | HADH2 inhib | Hsp90 Hop PPI
Cc1[nH]c2ccc(-c3nnc(SCC(=O)c4ccccc4F)o3)cc2c1C | -2% | 1% | 1.1% | -16% | ? | 3% | 3% | 0% | -6% | -9% | -8%
CCOc1ccc(-n2c(=O)cc(N3CCN(c4ccccc4)CC3)[nH]c2=O)cc1 | 2% | 4% | -3.2% | -5% | 12% | -2% | 1% | 0% | -3% | -17% | -2%
O=C(CSc1nnc2sc3ccccc3n12)NCc1ccco1 | -2% | -11% | 0.0% | 9% | 22% | -2% | 10% | 4% | 13% | 0% | -3%
Cc1ccc(Nc2nc(CSc3nnnn3-c3ccccc3)cs2)cc1 | -1% | -24% | -1.1% | ? | 34% | 1% | 22% | 6% | 9% | -18% | 0%

(list continues)
SMILES	Pol III holo inh	Luciferase inh	HBB splice mod	15-hLO inh	CRE Fsk mod	UbGFP stabilizer	Tau fil binding	GFP derepression	ERK AVP inh	HADH2 inhib	Hsp90 Hop PPI
O=C(COC(=O)C1(c2ccccc2F)CCCC1)N1CCN(C(=O)c2ccco2)CC1	-6%	12%	0.0%[57.5 µM]	7%	0%	-2%	5%	-1%	-12%	11%	-2%
CCOC(=O)N1CCC(N2C(=O)c3ccccc3C2Nc2ccc(Cl)cn2)CC1 (centres undefined)	1%	1%	-0.4%	-15%	-1%	-5%	-4%	-3%	-6%	-2%	-3%
Cc1cnc(CNc2nc(-c3ccccc3C(F)(F)F)nc3ccccc23)cn1	-6%	-3%[2.29 µM]	1.5%	8%	?	-4%	2%	0%[9.22 µM]	0%	9%	0%
COC(=O)C1(Cc2ccccc2)C=C2C(=C(C(C)C)C(=O)C2C)CN1 (centres undefined)	-8%	nt	0.2%	nt	-10%	nt	115%	nt	-22%	-5%	-2%
CCCOC(=O)CCc1n[nH]c(=O)[nH]c1=O	-2%	5%	0.1%[57.5 µM]	8%	-9%	2%	2%	2%	7%	13%	-1%
Cc1noc(C)c1COC(=O)COc1ccc2c(C)cc(=O)oc2c1	-4%	1%	0.3%[57.5 µM]	-1%	8%	3%	-4%	2%	?	20%	-3%
CCOC(=O)C(C)n1cnc2c(oc3ccccc32)c1=O (centres undefined)	-6%	-7%	0.9%[0.369 µM]	-2%	2%	-5%	-2%	4%	-11%	-1%	-2%
Cc1c(NC(=O)CSc2nc3c(cnn3-c3ccccc3)c(=O)[nH]2)c(=O)n(-c2ccccc2)n1C	-11%	1%	-0.8%[0.369 µM]	8%	-13%	nt	-10%	2%	-19%	0%	0%
Cc1c(C(=O)O)oc2ccc(S(=O)(=O)NCc3ccc(F)cc3)cc12	-2%	3%	0.4%[57.5 µM]	5%	10%	4%	5%	2%	-5%	1%	-3%
N#CC1=C(N)Oc2n[nH]c(-c3ccc(F)cc3)c2C1c1cccc(OC(=O)N2CCOCC2)c1 (centres undefined)	-9%	0%	-1.2%	?	-1%	4%	-1%	4%	7%	-19%	-5%
COc1ccccc1CNC(=O)c1ccc(CS(=O)(=O)c2ccccc2OC)o1	-3%	0%	-2.5%[1.84 µM]	9%	-11%	-4%	-6%	-2%	-2%	8%	0%
O=P(O)(CCCP(=O)(O)CCc1ccccc1)CCc1ccccc1	-2%	2%	0.8%[1.84 µM]	5%	?	-14%	-16%	0%	-4%	8%	1%
CCOc1ccc(C2/C(=C(\O)c3cccc(OC)c3)C(=O)C(=O)N2c2cc(C)on2)cc1OC (centres undefined)	0%	5%	3.1%[0.369 µM]	29%	-9%	nt	-1%	-2%	-13%	-1%	1%
COC(=O)c1[nH]c2ccc(C)cc2c1NC(=O)CN1CCCC(C)(C)C1	-8%	1%	-0.3%[1.84 µM]	5%	11%	3%	-4%	-2%	15%	-18%	-3%
Cc1cc2oc(=O)cc(CN3CCN(C/C=C/c4ccccc4)CC3)c2cc1O	-2%	2%	2.6%	-19%	-2%	7%	29%	0%	-7%	12%	-6%
CC(C)CN1CCC2(CC1)CCN(C(=O)c1csnn1)CC2	-8%	0%[11.4 µM]	2.4%	5%	-4%	-9%	-7%	0%[9.22 µM]	8%	-13%	3%
O=C(NCC1CCCO1)c1cccc(-n2cnnn2)c1 (centres undefined)	-5%	0%	0.1%[57.5 µM]	4%	2%	-3%	-4%	3%	0%	-7%	1%
O=C(c1ccco1)N1CCN(C(=O)c2cnn3c(C(F)(F)F)cc(-c4cccs4)nc23)CC1	-1%	-1%	-1.8%	-5%	?	2%	-12%	5%	-24%	64%[activator]	0%
O=C(CCN1C(=O)c2ccccc2C1=O)NC1=NCCS1	1%	2%	0.0%[57.5 µM]	5%	-1%	1%	-1%	-2%	?	9%	-1%
O=C(CCNS(=O)(=O)c1cccc2nonc12)N1CCN(c2cccc(Cl)c2)CC1	-7%	-2%	-0.5%	-13%	-28%	-6%	?	3%	4%	-3%	-7%
COc1ccccc1CNc1n[nH]c(NCc2ccccc2OC)n1	8%	0%	-1.1%	6%	9%	0%	11%	3%	14%	-2%	2%

From PubChem
